# ATXN2 expr inh – reduces ATXN2 reporter expression in HEK-293 cells; HEK-293 ATXN2-luciferase reporter, luminescence, 24 h; Potency, µM (titrated, usually from 57 µM), inactives show top-dose activity change, negative = inhibition, usual class: inhibitors; 360,000 tested, 0.72% active; AID 1745845; also: potency is read from the fitted curve at half-maximal effect; % is scaled to controls: 0 for no effect and ±100 for the full control effect; nearly all actives have a fitted effect of over 55% in size
#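 ATXN2-luciferase reporter cells (luciferase flanked by upstream and downstream ATXN2 gene portions) were treated 24 h at 37 °C with compounds at up to 57 uM. SteadyGlo luminescence gave expression; GF-AFC fluorescence gave viability.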
# HT1080 IDH1KD tx – kills HT-1080 cells with IDH1 knockdown; HT-1080 IDH1 knockdown viability, ATP luminescence, 48 h; Potency, µM (doses to about 46.1 µM), inactives show top-dose activity, negative = toxicity, most hits filed as cytotoxic; 360,000 tested, 2% active; AID 686971;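 also: potency is read from the fitted curve at half-maximal effect; 0% = DMSO wells and -100% = cell-free medium wells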
#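 After a 2 h attachment period, IDH1KD HT-1080 cells took pin-transferred compound for 48 h at 37 °C; ATP-based luminescence after 10 min room-temperature reagent incubation reported viability.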
# KB-3-1 tox – kills parental KB-3-1 adenocarcinoma cells; 400,000 tested, 1.4% active; Potency, µM (series often up to 46.1 µM), without a hit: at the top dose activity change, negative = cytotoxic, hits mostly cytotoxic; KB-3-1 viability, CellTiter-Glo ATP luminescence, 72 h; AID 1347075; also: potency is read from the fitted curve at half-maximal effect; % is scaled to controls: 0 for no effect and ±100 for the full control effect; nearly all actives have a fitted effect of over 60% in size
#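 Screening of KB-3-1 cells (DMEM, 10% FBS, phenol-red free) ran from lowest to highest compound concentration; after 72 h at 37 °C viability was read luminescently and curves fitted.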
# IL-1B inflam inh – inflammasome signaling inhibition, IL-1 beta readout. activity change, % at 57.5 µM. 360,000 tested, 4.7% active. THP-1 LPS/ATP IL-1B secretion, AlphaLISA, 16 h; hits give low values; in the data active = activity change below about -50%; inconclusive = mostly about -30% to -49%; also: % is scaled to controls: 0 for no effect and ±100 for the full control effect
#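 THP-1 cells pretreated 1 hr with compounds (up to 57.5 uM final), then stimulated with LPS (250 ng/mL final) plus ATP (1.25 mM final); secreted IL-1B measured by AlphaLISA after 16 hr, decreased signal indicating inhibition.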
# MCF10A rerep – inducers of DNA re-replication in MCF 10A breast cells. MCF 10A DNA re-replication, Hoechst nuclear intensity, 48 h. Potency, µM (top dose mostly 46.1 µM), without a hit: at the highest dose activity, positive = re-replication, actives largely listed as activators. 350,000 tested, 2.9% active; also: potency is read from the fitted curve at half-maximal effect; % of control where 0% means no effect; nearly all actives have a fitted effect of over 50% in size
# KB-V1 MDR tox – kills drug-selected multidrug resistant KB-V1 cells. KB-V1 MDR cells viability, CellTiter-Glo, 72 h. Potency, µM (titrated, usually from 46.1 µM), for inactives: at the highest dose activity change, negative = cytotoxicity, actives largely listed as cytotoxic. 400,000 tested, 3.4% active. AID 1347076; also: potency is read from the fitted curve at half-maximal effect; % is scaled to controls: 0 for no effect and ±100 for the full control effect; nearly all actives have a fitted effect of over 60% in size
#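 KB-V1, DMEM (no phenol red) + 10% FBS; cpd pin-transferred, titration series; 72 h, 37 degrees C; CellTiter-Glo, luminescence. Data normalized, curve-fit.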
# HT1080NT lethal – kills 2HG-producing HT-1080-NT fibrosarcoma cells; HT-1080-NT fibrosarcoma viability, CellTiter-Glo ATP luminescence, 48 h; Potency, µM (top dose mostly 46.1 µM), inactives show top-dose activity, negative = less viability, usual class: cytotoxic; 360,000 tested, 1.6% active; AID 686970;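 also: NT is the 2HG producing partner of a matched IDH1 knockdown line; potency is read from the fitted curve at half-maximal effect; 0% = DMSO-treated cells and -100% = media-only wells without cells; nearly all actives have a fitted effect of over 55% in size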
#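 Toxicity toward the 2HG-producing NT line was scored as %Activity, normalised to DMSO and no-cell wells, from CellTiter-Glo luminescence after 48 hours' treatment.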
# SW480 rerep – induces DNA re-replication in SW480 colon adenocarcinoma cells; SW480 DNA re-replication, Hoechst DNA content imaging, 48 h; Potency, µM (series often up to 46.1 µM), for inactives: at the highest dose re-replication activation, usual class: activators; 340,000 tested, 1.8% active; AID 624297; also: potency is read from the fitted curve at half-maximal effect; % of control where 0% means no effect; nearly all actives have a fitted effect of over 55% in size
#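 Readout is total intensity of Hoechst-stained nuclei, excited at 405 nm and collected at 500-530 nm. Compound treatment lasted 48 hr at 37 C in 5% CO2 before staining.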
# ATXN viability – reduces viability in counter-screen for ATXN expression inhibitors. S2 cells (HEK-293 line with an ATXN2-luciferase reporter) viability, CellTiter-Fluor protease fluorescence, 24 h. Potency, µM (top dose mostly 56.7 µM), hits mostly cytotoxic. 400,000 tested, 0.49% active. AID 651635; also: potency is read from the fitted curve at half-maximal effect; nearly all actives have a fitted effect of over 40% in size
# Active calls of the source: *; i = inactive; ? = inconclusive; . = no result given; & = joins results of further samples; [ ] = dose if it differs, or a comment. Unless noted, calls follow the shape of the dose curve; as a rule, active = well fitted curve in the direction sought with a large enough effect; inconclusive = small, poorly fitted or top-dose-only effect, or another doubt; inactive = no such curve, though single readings can be large; an effect the other way counts as inactive or inconclusive. Random draw from the library, and some 11% of all compounds hit somewhere here.
# Start of the listing, in advance:
SMILES,ATXN2 expr inh,HT1080 IDH1KD tx,KB-3-1 tox,IL-1B inflam inh,MCF10A rerep,KB-V1 MDR tox,HT1080NT lethal,SW480 rerep,ATXN viability
Cc1c(NC(=O)CSc2nnc(-c3ccco3)n2-c2ccccc2)c(=O)n(-c2ccccc2)n1C,0%,6%,3%,-13,2%,14%,1%,-3%,i
O=C(CSc1nc(-c2ccccc2Cl)ns1)NCc1ccc2c(c1)OCO2,-4%,13%,4%,2,-4%,20%,9%,2%,i
CCOC(=O)C(C)Oc1ccc2c(C)cc(=O)oc2c1C(C)=O (stereo unspecified),10%,6%,0%,-10,15%,-16%,25%,0%,i
Cc1c(/C=N/Nc2ccc(C(=O)O)cc2)c2ccccc2n1C,34%[activator],1%,16%,0,1%,0%,6%,?,i
C[C@@H]1CN([C@H](C)CO)C(=O)c2cc(Br)cnc2O[C@@H]1CN(C)Cc1cncnc1,0%,-2%,-4%,0,.,-11%,0%,.,i
Brc1ccc(C2=Nn3c(Cn4nnc5ccccc54)nnc3SC2)cc1,-16%,-3%,-6%,-5,20%,-1%,-7%,1%,i
Cc1cccc(OCC(=O)N(Cc2ccc(F)cc2)C2CCS(=O)(=O)C2)c1C (stereo unspecified),10%,-1%,-8%,2,9%,-20%,22%,-6%,i
CCCCCC/C=N/Nc1nnc(Cc2ccc(OC)c(OC)c2)c(=O)[nH]1,1%,2%,-16%,-3,18%,-11%,-6%,?,i
CCc1nc2ccccc2c(=O)n1/N=C/c1ccc(OC)cc1,-3%,6%,11%,-3,13%,-6%,0%,-9%,i
CCC(=O)N1CCc2cc(S(=O)(=O)CCC(=O)NCc3ccc4c(c3)OCO4)ccc21,-1%,-7%,4%,5,3%,8%,1%,2%,i

# Main list, previewed entries included:
SMILES,ATXN2 expr inh,HT1080 IDH1KD tx,KB-3-1 tox,IL-1B inflam inh,MCF10A rerep,KB-V1 MDR tox,HT1080NT lethal,SW480 rerep,ATXN viability
Cc1c(NC(=O)CSc2nnc(-c3ccco3)n2-c2ccccc2)c(=O)n(-c2ccccc2)n1C,0%,6%,3%,-13,2%,14%,1%,-3%,i
O=C(CSc1nc(-c2ccccc2Cl)ns1)NCc1ccc2c(c1)OCO2,-4%,13%,4%,2,-4%,20%,9%,2%,i
CCOC(=O)C(C)Oc1ccc2c(C)cc(=O)oc2c1C(C)=O (stereo unspecified),10%,6%,0%,-10,15%,-16%,25%,0%,i
Cc1c(/C=N/Nc2ccc(C(=O)O)cc2)c2ccccc2n1C,34%[activator],1%,16%,0,1%,0%,6%,?,i
C[C@@H]1CN([C@H](C)CO)C(=O)c2cc(Br)cnc2O[C@@H]1CN(C)Cc1cncnc1,0%,-2%,-4%,0,.,-11%,0%,.,i
Brc1ccc(C2=Nn3c(Cn4nnc5ccccc54)nnc3SC2)cc1,-16%,-3%,-6%,-5,20%,-1%,-7%,1%,i
Cc1cccc(OCC(=O)N(Cc2ccc(F)cc2)C2CCS(=O)(=O)C2)c1C (stereo unspecified),10%,-1%,-8%,2,9%,-20%,22%,-6%,i
CCCCCC/C=N/Nc1nnc(Cc2ccc(OC)c(OC)c2)c(=O)[nH]1,1%,2%,-16%,-3,18%,-11%,-6%,?,i
CCc1nc2ccccc2c(=O)n1/N=C/c1ccc(OC)cc1,-3%,6%,11%,-3,13%,-6%,0%,-9%,i
CCC(=O)N1CCc2cc(S(=O)(=O)CCC(=O)NCc3ccc4c(c3)OCO4)ccc21,-1%,-7%,4%,5,3%,8%,1%,2%,i
CC(C)Cn1c(N)c(C(=O)COC(=O)c2cccc(F)c2)c(=O)n(C)c1=O,.,-6%,-6%,9,-2%,-7%,-1%,8%,i
C=C(C)c1cccc(C(C)(C)NC(=O)N2CCN(c3ccccc3OC)CC2)c1,-16%,-11%,1%,?,10%,-13%,-5%,2%,i
CC(=O)Oc1cc(C(C)C)c(OCCN(C)C)cc1C,-11%&10%,-3%,0%,-5,?,3%,1%,10%,i
Cc1ccc2cccc(Oc3ncnc4scc(-c5ccccc5)c34)c2n1,-2%,?,-19%,0,?,?,?,2%,?
COc1ccc(C(=O)OCC(=O)NC(=O)NC2CCCC2)cc1OC,5%,2%,-16%,10,-5%,?,13%[9.24 µM],13%,i
Cc1cc2c(=O)n(CC(=O)N3CCN(c4ccccc4)CC3)cnc2s1,-4%,-5%,-11%,18,-1%,-20%,-13%,0%,i
Cc1ccc(CNC(=O)CCn2ccc3cc(S(=O)(=O)N4CCCC4)ccc32)cc1,1%&-22%,-19%,0%&-8%,13,0%,?,-13%,-32%[inhibitor],i
CCn1cc(C(=O)O)c(=O)c2cc(F)c(N3CCN(C(=S)NC(=O)c4ccccc4C)CC3)cc21,1%,0%,1%,5,-2%,-20%,25%,-10%,i
COc1ccccc1-c1nnc(SCC(=O)Nc2ccc3[nH]c(=O)[nH]c3c2)n1N,6%,3%,31%,20,5%,17%,11%,-17%,i
O=[N+]([O-])c1cc(/C=N/Nc2nc(N3CCCCC3)nc(N3CCCCC3)n2)ccc1O,4%,11%,-6%,11,5%,10%,23%,2%,i
COc1ccc(COC(=O)Oc2ccc(CNC(C)=O)cc2OC)c([N+](=O)[O-])c1,3%,0%,13%,21,-14%,-9%,9%,-6%,i
COc1ccc(-c2cc(C(F)(F)F)nc(NCc3ccco3)n2)cc1OC,3%,-9%,-6%,39,13%,2.3µM*,0%,4%,i
O=C(/C=C/c1ccc(S(=O)(=O)N2CCOCC2)cc1)N(CCO)Cc1ccccc1,.,-3%,2%,-11,2%,3%,6%,-14%,i
O=C(Nc1cccc(NC(=O)c2nccc3ccccc23)c1)c1ccco1,20%,0%,-6%,3,?,-2%,1%,6%,i
CCN1CCCC1CNC(=O)CCNC(=O)c1cc(OC)c(OC)c(OC)c1 (stereo unspecified),8%,5%,-3%,2,0%,-3%,26%,5%,i
Nn1c(Nc2ccccc2)nc2sc3c(c2c1=O)CCC3,4%,?,?,-2,?,?,?,-1%,i
Cc1cc(=O)n(CCCO)c(O)c1C#N,-7%,24%,-10%,8,0%,0%,20%,-7%,i
CN(C)c1nnnn1-c1ccc(Oc2ccccc2)cc1,-22%,-2%,-6%,0,21%,?,-24%,1%,i
CC1(C)CC(N2CN(C3CCCCC3)CC2=O)CC(C)(C)N1,1%,6%,5%,-9,-1%,?,10%,-8%,i
CN1C(=O)C(CC(=O)NCCc2ccccc2)N(NC(=O)c2ccc(Cl)cc2)C1=S (stereo unspecified),-11%,-4%,-2%,-13,-4%,-20%,-7%,0%,i
CN(CC(=O)NC(=O)NC(C)(C)C)CC(=O)Nc1ccccc1Cl,-7%,3%,5%,10,0%,7%,-4%,9%,i
COc1ccc2cc(OCC(=O)NNC(=O)Nc3ccc(OC)c(OC)c3)ccc2c1,-3%,-11%,20%,i,-11%,0%,-13%,-43%[inhibitor],i
COC(=O)[C@]12CCCCC=C1N(Cc1cccc3ccccc13)C(=O)[C@H](CC(=O)NCCCCc1ccccc1)C2,?,-29%,?,-64*,.,?,?,.,?
Cc1ccc(-c2cc(C(=O)Nc3cnn(C45CC6CC(CC(C6)C4)C5)c3)no2)cc1,-17%,5%,17%,7,?,-24%,18%,6%,i
Cc1nc(C)c(C(=O)Nc2ccccc2-c2ccccc2)o1,1%,3%,-11%,14,-1%,?,-5%,2%,i
CC(C)(C)c1cc2cccnc2n1Cc1cccc(Cl)c1,-12%,-13%,-12%,?,1%,-26%,-16%,2%,i
COc1cc(C(=O)NCC(c2cccs2)N2CCOCC2)c([N+](=O)[O-])cc1OC (stereo unspecified),-5%,-2%,5%,1,-9%,12%,2%,-11%,i
Cc1ccc(NC(Cc2cc(C)no2)c2ccccc2)cc1 (stereo unspecified),5%,-1%,8%,-5,7%,-21%,7%,-74%[inhibitor],?
CCCc1cc(=O)oc2cc(OCC(=O)NCCc3ccc(S(N)(=O)=O)cc3)ccc12,-14%,-5%,27%,6,0%,0%,-3%,-7%,i
COc1ccc(/C=C/C(=O)N2CCCC2)cc1OC,-19%,-7%,-27%,-27,-1%,-14%,-7%,4%,i
CCOC(=O)c1c(NC(=O)CN2CCCc3ccccc32)sc(C)c1CC,1%,-4%,-3%,0,?,?,-3%,1%,i
CC1(C)Cc2c(C#N)c(N)n(-c3ccccc3)c(=O)c2CO1,-1%,8%,7%,-9,0%,18%,9%,-3%,i
Cc1sc(NC(=S)NC(=O)c2ccc(C(C)(C)C)cc2)c(C#N)c1C,81%[activator],?,3%,-7,17%,0%,?,-4%,i
COc1c(Cl)cc(Cl)cc1CNCCNCCO,-21%,-5%,-18%,-5,-7%,11%,-17%,-1%,i
C[C@H](CO)N1C[C@H](C)[C@@H](CN(C)C(=O)NC2CCCCC2)Oc2c(NC(=O)Nc3ccccc3)cccc2C1=O,-10%,-2%,-11%,?,-5%,-21%,0%,0%,?

# Screening data: PubChem, National Center for Advancing Translational Sciences (NCATS)
